# Screening data (PubChem BioAssay)
# STK33 inh = blocks human STK33 kinase activity; purified STK33, MBP phosphorylation, ADP-Glo luminescence; Q9BYT3; 320,000 compounds, 0.073% hits; inhibition, % at 10 µM;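 active means inhibition at or above 25%, using the most active replicate where run in duplicate; inactive means inhibition below 25%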
# Target sequence (Q9BYT3 whole entry, looked up): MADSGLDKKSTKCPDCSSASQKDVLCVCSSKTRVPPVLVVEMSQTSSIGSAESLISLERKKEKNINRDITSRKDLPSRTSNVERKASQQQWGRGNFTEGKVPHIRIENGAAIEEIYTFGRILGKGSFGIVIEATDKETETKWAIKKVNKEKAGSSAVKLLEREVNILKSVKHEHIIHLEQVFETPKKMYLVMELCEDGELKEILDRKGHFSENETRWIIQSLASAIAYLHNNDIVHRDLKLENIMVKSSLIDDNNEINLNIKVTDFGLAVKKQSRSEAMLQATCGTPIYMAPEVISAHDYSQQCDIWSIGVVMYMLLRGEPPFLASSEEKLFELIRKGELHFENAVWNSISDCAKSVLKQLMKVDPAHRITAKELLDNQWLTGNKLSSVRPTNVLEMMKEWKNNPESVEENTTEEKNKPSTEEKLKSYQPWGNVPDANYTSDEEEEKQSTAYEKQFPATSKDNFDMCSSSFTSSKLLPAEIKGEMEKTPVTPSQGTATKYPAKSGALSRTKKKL
# OX1R antag = blocks the human orexin 1 receptor; O43613; OX1R-expressing cells, FRET antagonist read-out; inhibition, % at 6.6 µM; 330,000 compounds, 1.8% hits; AID 485270; in the data active means inhibition mostly above about 38%, no sharp cut-off; inactive means mostly below about 40%;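 further: 0% = agonist challenge alone and 100% = reference antagonist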
# Target sequence (O43613 whole entry, looked up): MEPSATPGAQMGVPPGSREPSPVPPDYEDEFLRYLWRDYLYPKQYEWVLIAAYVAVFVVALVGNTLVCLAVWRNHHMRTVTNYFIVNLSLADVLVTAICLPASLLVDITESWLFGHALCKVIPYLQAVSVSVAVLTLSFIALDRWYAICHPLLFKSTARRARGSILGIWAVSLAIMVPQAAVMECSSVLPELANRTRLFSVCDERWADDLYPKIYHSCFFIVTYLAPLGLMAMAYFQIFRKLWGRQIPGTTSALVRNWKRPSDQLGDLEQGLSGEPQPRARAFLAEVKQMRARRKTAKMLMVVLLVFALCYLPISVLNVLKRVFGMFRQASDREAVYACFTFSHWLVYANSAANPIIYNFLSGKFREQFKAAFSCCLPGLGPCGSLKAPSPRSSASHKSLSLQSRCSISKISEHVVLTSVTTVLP
# The depositor's hits bear a star; . = not tested or not shown. Not a hit list (roughly 1.8% active in at least one column).
OX1R antag	STK33 inh	canonical_smiles
7	0.2	CCOC(=O)c1c(C)[nH]c(C(=O)OCC(=O)NCc2ccc(C)cc2)c1C
12	-0.8	CCOc1ccc(C(=O)COC(=O)c2cccc(-n3cnnn3)c2)cc1
6	-1.1	CCCc1cc(N2CCCC(C(=O)NCc3ccc4c(c3)OCO4)C2)n2ncnc2n1 (configuration not stated)
10	-0.3	Cc1ccccc1NC(=O)C(C)n1c2ccccc2c2nc(=O)cc(C)n21 (configuration not stated)
3	.	COc1cc(NC(=O)COC(=O)Cn2cnc3c2c(=O)n(C)c(=O)n3C)cc(OC)c1
5	-0.1	CN1C2C(Br)CCCCN2c2ccc(F)cc2S1(=O)=O (configuration not stated)
37	1.1	Cn1c(=O)cc(N)n(Cc2ccccc2)c1=O
21	0.9	COc1ccc(/C=C/C(=O)NC(=S)N2CCOCC2)cc1
6	.	COc1cccc(C(CNC(=O)C2CCN(C(=O)Nc3ccccc3)CC2)N(C)C)c1 (configuration not stated)
-2	-3.4	Cc1ccc(C2CC(c3ccccc3)=NN2c2ccccc2)o1 (configuration not stated)
13	-1.9	CC(C)(C)NC(=O)C(=O)NNC(=O)c1cccc(Br)c1
46*	-1.2	Cc1cc(NC(=O)c2ccc([N+](=O)[O-])cc2)n(CCC#N)n1
12	0.1	CC1CCN(c2nc(N(C)c3ccccc3)nc(N)c2[N+](=O)[O-])CC1
5	-2.0	CCOC(=O)N1CCN(C(=O)CCc2c(C)nc3nc(C)nn3c2C)CC1
.	6.0	N#Cc1c(C(F)(F)F)cc(=O)n2c1[nH]c1ccccc12
6	2.0	COc1ccc(/C=C/C(=O)NCCn2c(C)cc3ccccc32)cc1OC
14	-1.3	COc1ccc(C)cc1S(=O)(=O)N1c2ccccc2CC1C (configuration not stated)
9	-1.2	O=C(O)c1cccnc1NC1CCCC1
.	-1.2	CC(C)CCN1C(=O)c2ccc(C(=O)Nc3ccccc3C(=O)O)cc2C1=O
19	-2.2	O=C(Oc1c(CN2CCOCC2)cc(Cl)c2cccnc12)c1ccccc1F
17	-0.7	O=C(CN(c1ccccc1)S(=O)(=O)c1ccccc1)NCCSc1nc2ccccc2s1
9	-0.9	COc1ccc(/C=C/C(=O)Oc2ccc(C)c(C)c2)cc1OC
8	-1.0	CC(Nc1cc(=O)n(C)c(=O)[nH]1)c1ccccc1 (configuration not stated)
16	.	Cc1ccc(S(=O)(=O)N2CCOCC2)cc1NC(=O)CSc1nnc(N)s1
7	0.3	O=C(O)C1CCN(C(=O)c2cc(F)cc3c2OCOC3)CC1

# The list goes on; the last 3 above are carried over.
OX1R antag	STK33 inh	canonical_smiles
8	-1.0	CC(Nc1cc(=O)n(C)c(=O)[nH]1)c1ccccc1 (configuration not stated)
16	.	Cc1ccc(S(=O)(=O)N2CCOCC2)cc1NC(=O)CSc1nnc(N)s1
7	0.3	O=C(O)C1CCN(C(=O)c2cc(F)cc3c2OCOC3)CC1
8	-0.7	O=C(Cn1ncc2c1-c1ccccc1OC2)Nc1ccc(S(=O)(=O)N2CCCCC2)cc1
7	-1.9	COc1cccc(N2CCN(c3ccc4nnc(CCC(=O)Nc5ccc(F)cc5)n4n3)CC2)c1
4	-1.6	CCS(=O)(=O)n1nc(NCc2cccc(OC)c2)nc1NCc1cccc(OC)c1
11	-0.8	CCCCN1CC(O)=C(c2nc3ccccc3[nH]2)C1=N
10	-1.3	O=C(CCn1c(=O)sc2ccccc21)Nc1cccnc1
15	-0.6	CC(OC(=O)c1nc(-c2ccccc2)n(-c2ccccc2)n1)C(=O)Nc1cc(Cl)cc(Cl)c1 (configuration not stated)
23	-0.6	Cc1cccc(NC(=O)c2nc(-c3ccccc3)n(-c3ccccc3)n2)c1C
2	0.6	COc1cccc(-n2nnc3c(=O)n(CC(=O)N4CCC(Cc5ccccc5)CC4)cnc32)c1
24	0.8	O=S(=O)(Nc1cccnc1Cl)c1ccc(F)cc1
61*	-0.7	Cc1cc(NC(=O)COC(=O)C2CCC(=O)N2)c([N+](=O)[O-])cc1C (configuration not stated)
11	-1.0	C=CCN(C(=O)CNC(=O)c1ccco1)C(C(=O)NC1CCCCC1)c1ccc(F)cc1 (configuration not stated)
16	1.8	Cc1ccc(S(=O)(=O)NCC(=O)NNC(=O)c2ccc(Br)cc2)cc1C
29	-1.8	Cc1ccc(OCc2nc(C#N)c(N3CCCCC3)o2)cc1
15	1.7	CC1CCN(c2nc3c(c(=O)n(C)c(=O)n3C)n2CCSc2nc3ccccc3s2)CC1
15	0.4	Cc1cccc(C)c1OCc1cc(C(=O)N2CCNC(=O)C2)no1
53	-0.3	CCOc1ccc(CCNC(=O)CSc2cc(=O)n(C)c3cc(Cl)ccc23)cc1OCC
21	-2.5	C/C=C/Cn1c(SCc2ccc(C)cc2)nc2c1c(=O)[nH]c(=O)n2C
7	-0.4	COc1ccc(N2C(=O)CS/C2=N\C(=S)Nc2ccccc2)cc1
22	0.9	CCN(CC)C(=S)SCC(=O)Nc1ccc(F)cc1
3	-0.9	COc1ccccc1N1CCN(C(=O)C2CC=CCC2C(=O)O)CC1 (configuration not stated)
11	-0.7	COc1ccc(C2C(C(=O)OCC(=O)N3CCCCC3)CCC(=O)N2c2ccc(OC)cc2)cc1 (configuration not stated)
12	-3.4	NC(=O)c1ncc(C(F)(F)F)cc1Oc1cccnc1
.	0.1	COc1cc(/C=N\NC(=O)c2ccc(-c3ccccc3)cc2)cc(OC)c1OC(C)=O
12	-0.1	C=C[C@@H]1c2ccccc2N(S(=O)(=O)c2ccc(C)cc2)[C@H](c2ccc(C(=O)OC)cc2)C1(C#N)C#N
11	-2.2	COc1ccc(Oc2nc(Oc3ccc(OC)cc3)nc(Oc3ccc(OC)cc3)n2)cc1
24	2.1	COc1cc(O)c(C(CCN2CCCC2)c2ccc(N(C)C)cc2)c(OC)c1 (configuration not stated)
17	-1.2	Oc1ccc(-c2cccc(-c3ccc(O)cc3)c2)cc1
8	-0.2	COCC1CCN(C(=O)c2cc(COc3ccc(-n4cncn4)cc3)on2)C1 (configuration not stated)
13	-1.2	Cc1cccc(OCC(=O)Nc2ccc(S(=O)(=O)Nc3onc(C)c3C)cc2)c1C
1	-1.5	O=C(NCCN1C(=O)CSC1=O)c1ccccc1
13	-0.4	Cc1cccc(C)c1OCC(=O)NC(Cc1c[nH]c2ccccc12)C(=O)O (configuration not stated)
10	-0.3	COc1ccc(F)cc1S(=O)(=O)N1CCCN(S(=O)(=O)c2cc(F)ccc2OC)CC1
28	2.3	O=C(Nc1ccc2nsnc2c1)N1CCCCC1
16	-2.3	Cc1cc(NC(=O)CSc2ccc3ccccc3c2)no1
3	-1.4	CC(=O)Nc1ccc(OC(=O)c2cccs2)cc1
25	-0.9	CCCCn1c(N)c(N(CCOC)C(=O)C2CCN(S(=O)(=O)c3ccc(F)cc3)CC2)c(=O)[nH]c1=O
-1	0.2	CCOC(=O)c1c(-c2ccc(OC)cc2)cn2ccccc12
3	-0.1	Cc1cc(C)nc(NC(=O)CSc2nc3cc(Cl)ccc3s2)n1
7	0.4	Cc1cc(O)c(C2(O)C(=O)Nc3ccccc32)cc1C (configuration not stated)
6	-1.0	COc1cc(C(=S)N2CCOCC2)cc(OC)c1O
.	1.4	COc1ccccc1C(=O)Nc1ccc2[nH]ncc2c1
9	0.1	O=C(O)c1ccc2c(c1)ncn2C1CCCC1
11	-4.0	N#Cc1ccsc1NC(=O)CN1CCN(c2ccccc2)CC1
9	-0.3	c1csc(-c2nnc(COc3ccc4c(c3)OCO4)o2)c1
27	0.0	Cc1ccc(N2CC(C(=O)O)CC2=O)cc1 (configuration not stated)
10	-0.9	O=C(CSc1nnc(-c2cccs2)o1)Nc1cccc(S(=O)(=O)N2CCCCC2)c1
-2	-3.7	Nc1ccc(NC(=O)c2ccc(C(=O)Nc3ccc(N)cc3)cc2)cc1
8	-1.1	COCCN(C(=O)CSc1ncccn1)c1c(N)n(Cc2ccccc2)c(=O)[nH]c1=O
35	-1.6	Cc1ccc(O)c(C(=O)c2cnn(-c3ccccc3)c2)c1
35	0.1	O=C(CS(=O)(=O)c1ccc(Cl)cc1)Nc1nnc(-c2cccs2)o1

# Next section
OX1R antag	STK33 inh	canonical_smiles
20	6.0	COc1cc(SC)ccc1C(=O)Nc1cccc(C)n1
9	-1.5	COc1ccc(NC(=O)CSc2nc3ccccc3n2-c2ccccc2)c([N+](=O)[O-])c1
9	-1.4	CCOC(=O)c1c(-c2ccc(OC)cc2)csc1NC(=O)CSc1nnc(C)c(=O)[nH]1
42	0.5	CC1CC(C)CN(C(=O)c2cc3cc(Br)cc(Br)c3o2)C1 (configuration not stated)
4	-0.2	CN1CCN(C(=O)C2=C[C@H](c3coc4ccccc4c3=O)C[C@H](OCc3ccc(CO)cc3)O2)CC1
13	-2.0	O=C(C1CCN(c2nnc(-n3cccc3)s2)CC1)N1CCc2ccccc2C1
14	-0.1	CCOc1nc(-c2ccc(OC)cc2)ccc1-c1noc(-c2cc(OC)c(OC)c(OC)c2)n1
2	0.2	O=C(COC(=O)/C=C/c1ccco1)NC1CCCCC1
10	-0.2	CC(C)(C)C(=O)Nc1ccc2c(c1)-c1cc(NC(=O)C(C)(C)C)ccc1C2
2	-0.3	CCN(CC)C(=O)CSc1nnc2sc3ccccc3n12
32	1.7	CC(=O)Nc1ccc(Nc2nc(C)c([N+](=O)[O-])c(Nc3ccccc3)n2)cc1
8	-1.9	O=C(O)CNC(=O)C1CCCN1C(=O)CNC(=O)OCc1ccccc1 (configuration not stated)
12	-0.8	COc1ccc(CCn2c(C)nc3ccccc3c2=O)cc1OC
39	-0.6	O=C(Nc1ccc(C(=O)N2CCCCC2)cc1)c1ccc([N+](=O)[O-])cc1
35	-1.0	COc1cc2[nH]c3c(=O)n4c(nc3c2cc1OC)SCCC4
3	0.1	Cc1ccc(C(=O)NN2CC(O)=C(c3nc(-c4cccc([N+](=O)[O-])c4)cs3)C2=N)cc1
24	-1.5	O=C(O)C1CCCCC1C(=O)Nc1nc(-c2cccs2)cs1 (configuration not stated)
22	.	O=C(CCNC(=O)c1ccccc1)OCC(=O)c1ccccc1
15	0.1	CC1(C)CC2CC(C)(CN2C(=O)COC(=O)c2ccc(Cl)cc2N)C1 (configuration not stated)
10	-1.5	O=C(CCCC(=O)OCC(F)(F)C(F)F)Nc1ccccc1F
17	1.6	O=c1ccc2cc(O)c(O)cc2o1
25	1.6	CSc1nc(N2CCOCC2)nc2ccc(C)cc12
5	1.5	NS(=O)(=O)c1ccc(CCNC(=O)[C@@H]2CCCN2S(=O)(=O)c2ccccc2F)cc1
4	2.8	O=C(Nc1ccc(-n2cccc2)cc1)C1CC1
8	-0.4	COc1cc2c(cc1OC)C(c1ccccc1[N+](=O)[O-])N(C(C)=O)CC2 (configuration not stated)

# As entered above:
# STK33 inh, CSc1nc(N2CCOCC2)nc2ccc(C)cc12 stands at 1.6
# OX1R antag, CCOc1nc(-c2ccc(OC)cc2)ccc1-c1noc(-c2cc(OC)c(OC)c(OC)c2)n1 stands at 14

# Returning to the listing with the 2 entries that preceded the break.
OX1R antag	STK33 inh	canonical_smiles
4	2.8	O=C(Nc1ccc(-n2cccc2)cc1)C1CC1
8	-0.4	COc1cc2c(cc1OC)C(c1ccccc1[N+](=O)[O-])N(C(C)=O)CC2 (configuration not stated)
18	-1.3	COC(=O)c1cccc(NC(=O)CN2CCC(NC(=O)c3cc(OC)c(OC)c(OC)c3)CC2)c1
18	2.8	Cc1nc(N(C)C)c2sc(=S)n(C)c2n1
21	-1.8	CN(Cc1cc2ccccc2[nH]c1=O)S(=O)(=O)c1ccccc1
48	0.0	COc1cccc(C(=O)N2CCCC(Nc3ccc(C)c(C)c3)C2)c1 (configuration not stated)
0	2.9	CCCCC(=O)Oc1c(S(=O)(=O)c2ccccc2)c(C)nn1C(C)(C)C
4	-1.0	CCOc1ccc(NC(=O)C(CC)NC(=O)c2ccccc2CO)cc1 (configuration not stated)
13	0.2	CC(C)c1ccc(N2C(=O)[C@@H]3Cc4ccccc4CN3C2=O)cc1
14	-0.5	O=C(/C=C/c1ccco1)OCC(=O)N1CCCCC1
7	-0.6	COc1ccc(Cl)cc1C(=O)NNC(=O)COC(=O)c1cccs1
8	-0.5	CCOC(=O)c1cn(Cc2cccc(Cl)c2)c2cc(C)nn2c1=O
25	1.0	COc1ccc(C(=O)/C=C/Nc2c(C)n(C)n(-c3ccccc3)c2=O)cc1OC
21	-1.0	O=C(COc1ccc(Cl)cc1)Nc1cccc(S(=O)(=O)NCc2ccco2)c1
28	0.1	Cc1nc2ccccc2c(N)c1C(=O)/C=C/c1ccccc1
4	-2.2	N#Cc1ccc(-n2c(-c3ccccc3)nnc2-c2ccccc2)cc1C#N
18	-0.6	CC1(C)Cc2ccccc2C2CC(O)C(=O)N21 (configuration not stated)
17	0.7	CCc1ccc(OCC(=O)OC(C)C(=O)NC2CC2)cc1 (configuration not stated)
11	0.7	COC(=O)c1c(NC(=O)C2CC2)sc2c1CCN(C(C)=O)C2
14	-1.5	O=c1c2ccccc2nc(-c2ccccc2)n1CCCN1CCOCC1
17	-0.5	O=C(c1cc2ncccn2n1)N1CCc2c([nH]c3ccccc23)C1c1ccccc1F (configuration not stated)
8	0.5	COC(=O)C1=C(C)N(CCCC(=O)O)C(=O)NC1c1ccc(Cl)cc1 (configuration not stated)
9	13	CCOC(=O)C1=C(c2ccc(OC)cc2)OC(N)=C(C#N)C1c1cccnc1 (configuration not stated)

# Looked up by compound from the list above (4):
OX1R antag	STK33 inh	canonical_smiles
19	-2.2	O=C(Oc1c(CN2CCOCC2)cc(Cl)c2cccnc12)c1ccccc1F
18	-1.3	COC(=O)c1cccc(NC(=O)CN2CCC(NC(=O)c3cc(OC)c(OC)c(OC)c3)CC2)c1
21	-2.5	C/C=C/Cn1c(SCc2ccc(C)cc2)nc2c1c(=O)[nH]c(=O)n2C
15	0.4	Cc1cccc(C)c1OCc1cc(C(=O)N2CCNC(=O)C2)no1
